mcGAS lum – inhibitors of mouse cGAS | Q8C6L5 | recombinant cGAS, Kinase-Glo ATP depletion luminescence | inhibition, % at 12.5 µM | hit rate 0.15% among 160,000;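 further: 0% = negative control wells and 100% = reference inhibitor with no enzyme activity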
hcGAS lum – human cGAS inhibition | Q8N884 | recombinant h-cGAS, ATP depletion, Kinase-Glo luminescence | inhibition, % at 12.5 µM | hit rate 0.081% among 290,000 | AID 1259398;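 further: 0% = vehicle reaction and 100% = reaction without DNA for no activity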
Target sequence (Q8N884 whole entry, looked up): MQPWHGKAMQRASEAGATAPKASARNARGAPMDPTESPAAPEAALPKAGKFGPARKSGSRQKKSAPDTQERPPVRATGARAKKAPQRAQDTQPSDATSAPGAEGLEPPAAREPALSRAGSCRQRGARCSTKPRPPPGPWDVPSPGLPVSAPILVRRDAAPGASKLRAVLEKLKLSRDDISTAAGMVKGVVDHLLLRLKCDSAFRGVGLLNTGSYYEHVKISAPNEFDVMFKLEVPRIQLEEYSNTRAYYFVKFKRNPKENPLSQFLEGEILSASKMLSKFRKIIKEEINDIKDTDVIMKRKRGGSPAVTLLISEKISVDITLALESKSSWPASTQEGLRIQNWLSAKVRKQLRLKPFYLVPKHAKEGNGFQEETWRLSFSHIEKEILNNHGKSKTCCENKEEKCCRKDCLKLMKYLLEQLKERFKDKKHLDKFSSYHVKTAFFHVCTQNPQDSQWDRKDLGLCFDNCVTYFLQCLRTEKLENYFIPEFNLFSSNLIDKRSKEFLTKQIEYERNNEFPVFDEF
NPYLR7 ag – mosquito NPYLR7 agonism | HEK293T NPYLR7/Galpha15, GCaMP6s calcium fluorescence | activation, % at 10 µM | hit rate 0.15% among 270,000 | AID 1259423; in the data active means activation above about 40%;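 further: 0% = vehicle and 100% = reference agonist at the receptor; some compounds past the cut are filed as inactive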
Active calls of the source: *; / = no result given; & = joins results of further samples. Unless noted, no stated cut-off is given here; in the data, active means inhibition above about 40%; inactive means the rest.

SMILES	mcGAS lum	hcGAS lum	NPYLR7 ag
CCCCCCCC(=O)N(Cc1ccco1)C(C)C(=O)c1c(C)c(C(=O)OC)n(C)c1C (stereo not given)	-6	-6	-6
COCCn1c(C)cc(O)c(C(c2ccc(Cl)cc2)N2CCN(c3ccccc3F)CC2)c1=O (stereo not given)	/	-9	12
O=C(NCCC1CN(Cc2cccnc2)CCO1)c1ccsc1 (stereo not given)	-17	-5	21
OC1(C(F)(F)F)NN=C2C=Cc3ccccc3N21 (stereo not given)	/	-1	-4
CCN(CC)C(=O)C(NC(=O)c1ccccc1NC(=O)C(C)(C)C)C(C)C (stereo not given)	/	-2	2
Cc1sc2nc(CSc3nnc(-c4cccs4)n3C3CC3)[nH]c(=O)c2c1C	/	-5	9
Cc1ccccc1C(=O)NC(C(N)=O)P(=O)(OC(C)C)OC(C)C (stereo not given)	/	2	-2
COc1cc2c(cc1CN1CCCC(c3ccn[nH]3)C1)CCC2 (stereo not given)	-11	-4	8
Cc1c(C#N)c(NC(=O)CSc2nncs2)n(C2CCCC2)c1C	-8	-8	/
COc1nn(C)cc1C(=O)N1CC(C)OC(C)C1 (stereo not given)	/	-3	3
O=C(c1ccc(CSc2nnnn2-c2ccccc2)cc1)N1C2CCC1CC(Oc1cccc(C(F)(F)F)c1)C2 (stereo not given)	-8	-17	7
O=c1c2nc(N3CCCC3)sc2c(-c2ccco2)nn1Cc1ccc(C(F)(F)F)cc1	-10	-10	-5
CN(C(=O)c1ccco1)C(Cc1ccc(F)cc1F)C1CCN(Cc2ccc3c(c2)OCO3)CC1 (stereo not given)	-11	-8	22
CCOC(=O)C1CCCN(C(=O)c2cc(-c3ccc(Cl)cc3)n(-c3ccccc3F)c2C)C1 (stereo not given)	-5	-3	10
Cc1ccc(C(c2ccccc2)N2CCN(C(=O)c3cccc4c3OCCO4)CC2)cc1 (stereo not given)	-5	-2	11
Cc1ccc(I)c(C(=O)NCc2ccn[nH]2)c1	/	-7	21
Cn1cc(CN(Cc2ncc[nH]2)C2CC2)cn1	-3	-1	-2
Cc1cccc(C)c1OCCCn1cnnc1S(C)=O (stereo not given)	/	3	1
CCCCn1c(N)c(N(C(=O)CN(C)CC(=O)N(C)C)C2CCCC2)c(=O)[nH]c1=O	/	-5	22
CCC(C)NC(=O)Cn1cnc2c1c(=O)n(C)c(=O)n2C (stereo not given)	-7	-8	5

Looked up by structure from above (4):
SMILES	mcGAS lum	hcGAS lum	NPYLR7 ag
CN(C(=O)c1ccco1)C(Cc1ccc(F)cc1F)C1CCN(Cc2ccc3c(c2)OCO3)CC1 (stereo not given)	-11	-8	22
Cc1ccc(C(c2ccccc2)N2CCN(C(=O)c3cccc4c3OCCO4)CC2)cc1 (stereo not given)	-5	-2	11
Cc1ccccc1C(=O)NC(C(N)=O)P(=O)(OC(C)C)OC(C)C (stereo not given)	/	2	-2
Cc1ccc(I)c(C(=O)NCc2ccn[nH]2)c1	/	-7	21

Other compounds
SMILES	mcGAS lum	hcGAS lum	NPYLR7 ag
CN(c1nc(N)c(C#N)c(CC#N)c1C#N)C1CCS(=O)(=O)C1 (stereo not given)	/	-8	5
CN(C(=O)CS)c1nc2c3ccccc3ncn2n1	/	5	-1
Cc1nn(C)c2nc(NCC3(N4CCCC4)CCCC3)sc12	-1	-1	/
CCCCC(=O)Nc1cccc(C(=O)NCc2nc(C)cc(C(F)(F)F)n2)c1	/	0	0
Cc1cc(C)c2c(n1)nn1c(NC3CCCCC3)cc(C)nc21	-8	-6	1
Cc1noc(/C=C/N(C)C)c1S(=O)(=O)N1CCC(C(=O)O)CC1	/	7	5
CCCc1cc(C(=O)N2CCN(c3nccc(OC)n3)CC2)n[nH]1	/	-2	1
CCOC(=O)C1=C(/C=C/c2ccccc2)NC(=O)NC1C (stereo not given)	/	-2	21
CCOC(=O)C1CCN(CC(=O)N2N=C(c3ccc(F)cc3)CC2c2ccccc2C)CC1 (stereo not given)	-4	-3	1
O=C(NCc1cccnc1)c1nn(-c2ccccc2F)c(=O)n(Cc2cccc(C(F)(F)F)c2)c1=O	-5	-6	12
CCN(Cc1nccn1C)C(=O)c1ccc(-c2c(F)cccc2OC)nc1	/	-4	17
CCCn1ccnc1-c1nccn1CCC(N)=O	/	-6	0
CSc1ccc(CN(Cc2ccco2)S(=O)(=O)c2ccc(Cl)cc2)cc1	1	0	-5
CSc1ccc(Cn2c(C)c(C(=O)NCC3CC3)sc2=O)cc1	/	-7	10
CCN(CC1CC(c2ccccc2)=NO1)CC(O)c1ccccc1 (stereo not given)	-4	-8	2
COC(=O)c1ccc(COc2ccc3c(=O)c(-c4ccc(OC)cc4)c(C)oc3c2)cc1	-2	1	-4
COCC(C)NCc1nc(Cc2cccs2)no1 (stereo not given)	/	-2	3
Cc1cnc(NC(=O)CCc2nc(C(C)(C)C)no2)s1	-9	-5	-2
COc1ccc(-c2ccccc2)cc1NC(=O)c1ccc2nc(C)c(N(C)C(=O)CCc3ccccc3)n2c1	-3	-4	8
CN(C)c1ccc(-c2nc3cc(N)ccc3o2)cc1	-6	-5	-1
O=C1CNCC(C(=O)Nc2cccc(Oc3ccccc3)c2)N1 (stereo not given)	/	-7	5
COc1ccc(CC2(CCC(=O)N3CCN(c4ccc(Cl)cn4)CC3)CCC(=O)N2)cc1OC (stereo not given)	-12	-6	29
Cc1cc(C)cc(NC(=O)CSc2nccn(-c3cccc(F)c3)c2=O)c1	-8	-9	3
C=CCn1c(=O)c2c(nc3n2CC(C)CN3c2cccc(OC)c2)n(C)c1=O (stereo not given)	-9	-9	/
O=C(C1=COCCO1)N(Cc1ccccc1)c1nc2c(F)cccc2s1	-11	-9	-1
O=C(C(Cc1ccccc1)c1ccccc1)N1CCCC1c1nnc2c(C(F)(F)F)cccn12 (stereo not given)	/	-3	-13
CN(Cc1cccnc1)C(=O)CC1C(=O)NCCN1Cc1ccc(F)c(F)c1 (stereo not given)	/	-5	-2
CC(C)NCc1csc(COc2cc(Cl)ccc2Cl)n1	/	3	20
O=C(NCCc1ccncc1)c1ccc2c(c1)ncn2-c1ccccc1	/	4	3
Cc1noc(C)c1CN1C[C@@H](C(=O)O)[C@H](C(C)C)C1	4	21	/
CN1C(=CC(=O)C[n+]2cccc(Br)c2)C(C)(C)c2ccccc21	-3	-1	0
O=C1CCC(=O)N1c1cc(Cl)ccc1Cl	-5	-9	1
O=S(=O)(CCc1ccncc1)Cc1ccc2c3c(cccc13)CC2	-3	0	2
Cn1c(N)c(Oc2ccc(OCc3ccccc3)cc2)c(=O)[nH]c1=O	/	-6	-2
COc1ccc(NC(=O)CSc2nc3ccccc3s2)cc1OC	-7	-7	-5
O=C1/C(=C/c2ccc(Cl)cc2)C=C(c2ccccc2)N1c1cccc(Cl)c1	-5	-3	-2
COc1ccc(-c2nc(NCc3ccccc3)c3ccc(Cl)cc3n2)cc1	-3	-2	5
Cc1ccc(S(=O)(=O)N2CCCN(C(=O)c3ccccc3N3CCCC3=O)CC2)cc1	/	-14	0
COCCN1C(=O)C(c2c(C)[nH]n(-c3ccc(Cl)c(Cl)c3)c2=O)=C([n+]2ccccc2)C1=O	-2	-5	-6
Cc1cc(CNC(=O)C2CC(=O)N(CC(C)C)C2)c2[nH]c(C)c(C)c2c1 (stereo not given)	-14	-7	8

Compound profiles, as listed above. Screens in order: mcGAS lum, hcGAS lum, NPYLR7 ag
Record of O=C1CCC(=O)N1c1cc(Cl)ccc1Cl → -5, -9, 1
Record of O=C(NCCc1ccncc1)c1ccc2c(c1)ncn2-c1ccccc1 → /, 4, 3
Record of CC(C)NCc1csc(COc2cc(Cl)ccc2Cl)n1 → /, 3, 20
Record of C=CCn1c(=O)c2c(nc3n2CC(C)CN3c2cccc(OC)c2)n(C)c1=O (stereo not given) → -9, -9, /

The listing continues.
SMILES	mcGAS lum	hcGAS lum	NPYLR7 ag
Cn1cc(C(=O)NCCc2ccccc2)c2nn(-c3ccccc3)c(=O)c-2c1	1	-3	3
O=C(/C=C/c1cccs1)NCC1Cc2cc(F)cc(-c3ccccn3)c2O1 (stereo not given)	-23	-3	6
O=C(CCC(=O)N1CCNC(=O)C1c1cccc(F)c1)NC1CCCC1 (stereo not given)	/	-3	0
CCc1csc(CNC(=O)c2ccc(N(C)Cc3nonc3C)nc2)n1	/	-9	3
Cc1ccc2[nH]cc(-c3cc(O)cc(C(=O)O)c3)c2c1	/	-7	12
Cc1ccc(-n2[nH]c(-c3cccc(C)c3)c(-c3ccccc3NC(=O)NC(C)C)c2=O)cc1	-8	-3	4
CCN(CC)c1onc(-c2ccccc2)c1CN(Cc1ccccc1)CC(O)COCc1ccccc1 (stereo not given)	-5	-3	12
CCc1cc(CN(C)C/C(C)=C/c2ccco2)on1	/	-1	-3
O=C(Nc1ccc(-n2nc(OCc3ccc(F)cc3)nc2-c2ccc(C(F)(F)F)cc2)cc1)c1ccc([N+](=O)[O-])cc1	-4	-1	/
COc1ccc(/C=C/C2=NN(c3ccccc3F)C(c3ccc(OC)cc3)C2)cc1 (stereo not given)	-4	7	-9
O=C(Nc1cccc(Cl)c1)Nc1cnn(CC(F)(F)F)c1	/	-8	1
COc1ccc2nc(SCC3CC3(Cl)Cl)[nH]c2c1 (stereo not given)	/	9	0
CN(C)C(=O)N1CCC(C(=O)N(C)C2CCCN(Cc3ccccc3F)C2)CC1 (stereo not given)	/	-9	14
COc1ccc(CN2CCC3(CC2)NC(=O)c2c(F)cccc2N3)cc1	-6	-7	2
Cc1cc(O)c(C(c2ccc(O)cc2)c2c(O)cc(C)n(CCO)c2=O)c(=O)n1CCO	-9	-9	9
COC(=O)C1=C(C(=O)OC)C2CC1C1ON(c3ccccc3)C(c3ccccc3)C21 (stereo not given)	/	-5	6
CC(=O)Nc1ccc(/C=C/C(=O)N2CCCN(S(=O)(=O)c3ccc(F)cc3)CC2)cc1	/	-6	2
CCOc1ccc(C2C(C(=O)OC(C)C)=C(C)NC3=C2C(=O)CCC3)cc1OC (stereo not given)	-1	0	-4
COc1ccc(CN2CCC(C(=O)NC(C)c3cc(OC)ccc3OC)CC2)cc1 (stereo not given)	/	-1	4
Cc1ccc(C2(O)CCN(Cc3nnnn3Cc3ccccc3)CC2)nc1	-21	-5	9

In the list so far, two contain a tert-butyl group:
SMILES	mcGAS lum	hcGAS lum	NPYLR7 ag
CCN(CC)C(=O)C(NC(=O)c1ccccc1NC(=O)C(C)(C)C)C(C)C (stereo not given)	/	-2	2
Cc1cnc(NC(=O)CCc2nc(C(C)(C)C)no2)s1	-9	-5	-2

Other entries.
SMILES	mcGAS lum	hcGAS lum	NPYLR7 ag
CCN(CC)CCCC(C)NC(=O)NC1CC(=O)N(c2ccc(OC)c(OC)c2)C1 (stereo not given)	-6	-5	-16
CC(C)C(NC(=O)CN1CC(CO)Oc2ccccc21)c1ccccc1 (stereo not given)	/	-2	1
CC(=O)NCCn1ccnc1-c1ccccc1OCc1ccccc1	/	-2	23
CCOC(=O)Cn1c2c(c3ccccc31)C[C@H]1C[C@@H]2[C@@H](OC)CN1C(=O)N1CCOCC1	-8	-6	24
CC(C)(C)c1cc2nc(-c3ccccc3Cl)cc(C(=O)N3CCN(c4ccccc4F)CC3)n2n1	-7&-5	-3&-6	20&9
CC(C#N)(NC(=O)COc1ccc(Cl)cc1Br)C1CC1 (stereo not given)	/	-3	5
O=C(NC(C(=O)NC1CC1)C1CCN(C(=O)c2cccc(C(F)(F)F)c2)CC1)c1cccs1 (stereo not given)	-6	-3	-7
COc1ccccc1-c1ccc2c(c1)C(C)(Cc1ccc(Cl)s1)C(=O)N2 (stereo not given)	-2	3	7
Cc1cc(C)nc(SCCS(=O)(=O)c2ccc(C(C)(C)C)cc2)n1	0	1	2
FC(F)(F)c1cccc(CC2CN(Cc3ccncc3)CCO2)c1 (stereo not given)	/	-10	2
CC(C(=O)NCCn1ccnc1)N(c1ccccc1)S(C)(=O)=O (stereo not given)	-18	-3	0
Cc1ccc(-c2csc3ncn(CC(=O)Nc4c([N+](=O)[O-])ccc(C)c4C)c(=O)c23)s1	/	-5	2
O=C(COC(=O)c1csc2c1CCCC2)c1ccc(Cl)s1	-5	19	-2
Cn1c(SCc2ccc(C(F)(F)F)cc2)nnc1-c1ccncc1	/	-6	16
COc1ccc(-c2cc(C(=O)NC3CCCN(Cc4ccccn4)C3)[nH]n2)cc1 (stereo not given)	/	-8	4
O=C(c1cc(-c2ccccc2)nc2cc(-c3ccccc3)nn12)N1CCN(Cc2ccc3c(c2)OCO3)CC1	-8	-7	15
CC1CC1c1ccc(CCC(=O)N2CCN(c3ccc(O)cc3)CC2)o1 (stereo not given)	/	-7	2
CCCCOCCOCC(=O)N1CCc2c(sc3[nH]c(=O)n(C4CCCCC4)c(=O)c23)C1	-5	-8	8
COCCN1Cc2cc3c(cc2N(CC(C)(C)O)CCC1=O)OCO3	5	2	-1
O=C(Nn1cnc2ccccc21)N1CCN(c2ncccn2)CC1	/	-7	3

Part of the list above, with values under each structure.
Each structure is followed by: mcGAS lum | hcGAS lum | NPYLR7 ag
- CCc1cc(CN(C)C/C(C)=C/c2ccco2)on1
    / | -1 | -3
- CCOC(=O)C1=C(/C=C/c2ccccc2)NC(=O)NC1C (stereo not given)
    / | -2 | 21

Carrying on:
SMILES	mcGAS lum	hcGAS lum	NPYLR7 ag
CC1CC(C)CN(CC(C)NC(=O)c2ccc(Cl)cc2F)C1 (stereo not given)	/	0&1	-2&2
CCOC(=O)CN(Cc1cccn1Cc1cccc(C)c1)C1CCCCC1	-4	-2	20
Cc1cc(NC(=O)COc2ccc3c(c2)OCO3)no1	/	-3	-8
COCC(=O)NC1CCC12CCN(Cc1ccc(C)o1)CC2 (stereo not given)	-5	-14	/
CC1(C(=O)NS(=O)(=O)c2ccccc2OC(F)(F)F)CCN1C(=O)c1cccc2ccccc12 (stereo not given)	/	-12	2
Cc1cccc(CSc2nc(Oc3cccc(Cl)c3)cc(C(F)(F)F)n2)c1	-6	-6	2
CCc1c(C(=O)O)cnn1-c1cccc(C)c1	/	-1	-6
O=C(O)C1(O)CCN(c2cc(N3CCOCC3)ncn2)CC1	/	-7	4

Bioassay records: PubChem BioAssay, Fisher Drug Discovery Resource Center
